PTK2B oligo ant: Pyk2 (human) oligomerization antagonism; Q14289; Q293 cells, Pyk2 FERM NanoBiT luminescence; active compounds read low; z-score (the deposit names both 25 µM and 10 µM); 99,000 compounds, 0.83% hits; AID 1347419;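 active = Z-score of -3 or lower, scaled per plate to the spread of control and sample wells; inactive = z-score above -3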;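 note: negative z-score means lost luminescence so less FERM oligomerization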
CYP2C9 inh: human CYP2C9 inhibition | P11712 | CYP2C9 Supersomes, luciferin-H conversion, luminescence | inhibition, % at 5 µM | 96,000 compounds, 20% hits | AID 777;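 active = blocking of liver enzyme CYP2C9 beyond about 50% at 5 µM, limit read from the data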; note: values of inactives mirror those of a sister screen read the other way
Ecoli WT expand: growth inhibitors of E. coli BW25113 wild type; OD600 absorbance; growth inhibition, % at 100 µM; 98,000 compounds, 0.15% hits;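 active = growth inhibition above about 50% at one test dose, limit read from the data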;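 note: growth measured after 20 h incubation at 37 °C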
CYP2C19 act: activators of human cytochrome P450 2C19 | recombinant CYP2C19, luciferin-H EGE luminescence; active compounds read high; 0 = fully inhibited enzyme, 1 = untreated enzyme | 96,000 tested, under 10 active | activation factor at 5 µM | P33261;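 active = activation factor of at least 2 at 5 µM in the primary screen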;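 note: 0 = wells with 2.5 mM tranylcypromine and 1 = vehicle-only wells; values of inactives mirror those of a sister screen read the other way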
CYP2C9 activ: CYP2C9 (human) activation | P11712 | recombinant CYP2C9, luciferin-H conversion, luminescence; active compounds read high; factor 1 = untreated enzyme, 0 = blocked | activation factor at 5 µM | 96,000 compounds, 1.4% hits;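 active = activation factor of 2 or more for CYP2C9 at a 5 µM dose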;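 note: 0 = sulfaphenazole-blocked wells and 1 = vehicle-only wells; values of inactives mirror those of a sister screen read the other way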
EphB4 antag: blocks human EphB4 binding to ephrin-B2. EphB4 LBD / TNYL-RAW-Alexa532 peptide, fluorescence polarization. 97,000 compounds, 0.15% hits. inhibition, % at 7 µM. AID 720;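 active = inhibition above the screen-wide mean inhibition plus 3 SD, cut at about 15% in these data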;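 note: 0% = DMSO wells and 100% = excess unlabeled TNYL-RAW peptide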
Target sequence (P54760 whole entry, looked up, the tested form may be a part): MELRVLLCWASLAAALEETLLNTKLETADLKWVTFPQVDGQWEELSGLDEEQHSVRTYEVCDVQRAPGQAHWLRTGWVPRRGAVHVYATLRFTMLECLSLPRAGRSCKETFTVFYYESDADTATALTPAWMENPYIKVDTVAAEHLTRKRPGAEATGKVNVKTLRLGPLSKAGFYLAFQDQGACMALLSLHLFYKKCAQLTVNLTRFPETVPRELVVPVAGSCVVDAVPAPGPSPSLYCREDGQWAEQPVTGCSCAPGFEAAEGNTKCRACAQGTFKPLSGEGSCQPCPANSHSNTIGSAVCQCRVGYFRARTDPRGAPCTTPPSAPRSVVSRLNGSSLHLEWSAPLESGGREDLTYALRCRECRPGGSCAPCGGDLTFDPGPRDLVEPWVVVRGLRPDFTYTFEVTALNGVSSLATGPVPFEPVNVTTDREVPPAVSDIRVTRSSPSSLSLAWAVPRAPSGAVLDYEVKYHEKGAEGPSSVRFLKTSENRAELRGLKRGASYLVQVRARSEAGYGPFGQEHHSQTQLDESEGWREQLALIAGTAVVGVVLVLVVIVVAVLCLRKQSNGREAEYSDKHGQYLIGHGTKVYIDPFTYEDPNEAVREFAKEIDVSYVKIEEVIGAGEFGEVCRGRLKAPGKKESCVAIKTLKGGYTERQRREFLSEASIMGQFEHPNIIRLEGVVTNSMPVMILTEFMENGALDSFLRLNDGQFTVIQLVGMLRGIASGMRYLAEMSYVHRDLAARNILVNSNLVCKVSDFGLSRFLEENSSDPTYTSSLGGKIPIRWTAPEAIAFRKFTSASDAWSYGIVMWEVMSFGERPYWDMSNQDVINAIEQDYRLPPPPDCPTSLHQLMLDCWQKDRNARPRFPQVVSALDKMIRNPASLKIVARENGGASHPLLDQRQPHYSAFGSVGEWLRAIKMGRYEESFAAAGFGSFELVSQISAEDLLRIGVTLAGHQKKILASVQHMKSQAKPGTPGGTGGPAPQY
CYP2C19 inh: human CYP2C19 inhibition. P33261. inhibition, % at 5 µM. CYP2C19 Supersomes, luciferin-H EGE luminescence, 30 min. AID 778. 96,000 compounds, 21% hits;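 active = CYP2C19 inhibition above a set limit at 5 µM in the primary screen, cut at about 50% in these data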;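 note: plate controls were negative control wells for no effect and 2.5 mM tranylcypromine positive control for full effect; values of inactives mirror those of a sister screen read the other way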
PLAP activator: activators of human placental alkaline phosphatase. P05187. purified PLAP enzyme, luminescent substrate read-out; active compounds read high. activation fold at 20 µM. 96,000 compounds, 1.2% hits. AID 696; in the data active = activation fold above about 2
PostGolgi yeast: growth inhibition of a yeast mutant, post-Golgi transport screen. AID 739. inhibition, % at 10 µM. 98,000 compounds, 0.9% hits. post-Golgi transport phenotypic cell assay; in the data active = inhibition above about 30%;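 note: yeast cells grown in 1536-well plates; yeast grown about 18 h at 30C before absorbance read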
* marks the source's active call; other numbers are inactive results; . = no result given.

SMILES | PTK2B oligo ant | CYP2C9 inh | Ecoli WT expand | CYP2C19 act | CYP2C9 activ | EphB4 antag | CYP2C19 inh | PLAP activator | PostGolgi yeast
COc1cc(S(=O)(=O)NCC2COCCO2)ccc1-n1cnnn1 (stereo not drawn) | 0.24 | 8 | 1 | 0.7 | 0.9 | 6 | 28 | 0.9 | 8
CC(C)C1N=C2c3ccccc3N=C(SCC#N)N2C1=O (stereo not drawn) | -0.29 | -4 | 0 | 1 | 1 | -1 | -2 | 1 | -2
CCCC(=O)N(C)c1nnc(-c2ccc(OC)cc2)s1 | -0.57 | 43 | -14 | 0.7 | 0.6 | -3 | 28 | 0.8 | 3
CCCNC(=O)N1CCC(C(=O)c2ccc(Cl)cc2)CC1 | 0.81 | 11 | 8 | 0.9 | 0.9 | 13 | 7 | 1.2 | 2
Cc1ccc(Cn2ncc3c(NCCCN4CCOCC4)ncnc32)cc1 | 0.58 | -12 | 6 | 1.2 | 1.1 | -3 | -19 | 1.4 | 6
CN1C(=O)N(C)C2C1NC(=O)N2C (stereo not drawn) | 0.39 | -13 | 0 | 1.1 | 1.1 | -1 | -12 | 1 | 1
COc1ccc(C2(CNC(=O)c3ccc(OC)c([N+](=O)[O-])c3)CCOCC2)cc1OC | -0.08 | 17 | -1 | 0.8 | 0.8 | 0 | 22 | 1.1 | -3
COc1ccc(OC)c(S(=O)(=O)N2CCC(C(=O)N3CCc4ccccc4C3)CC2)c1 | -0.05 | -8 | -2 | 0.2 | 1.1 | -1 | 78* | 1.8 | 3
O=C(c1cc(=O)[nH]c2ccccc12)N1CCN(S(=O)(=O)c2ccc3ccccc3c2)CC1 | -3.3* | 6 | 3 | 0.9 | 0.9 | -4 | 10 | 1.2 | -6
CCOC(=O)c1cnc(-c2ccccc2)nc1Oc1ccc(C)cc1 | -1.5 | 66* | 3 | 0.6 | 0.3 | 1 | 35 | 1.2 | 0
O=C(c1cc(-c2ccc(Cl)cc2Cl)on1)N1CCN(C(=O)c2ccco2)CC1 | 1.2 | 26 | -19 | 0.4 | 0.7 | 5 | 58* | 1.2 | -3
O=C(CNC(=O)c1cccs1)NCCN1CCN(Cc2ccccc2)CC1 | -0.04 | 20 | -11 | 1 | 0.8 | 8 | -4 | 1.1 | -1
COc1ccc(NC(=O)c2ccc(CN3CCN(c4ccccc4)CC3)cc2)cc1OC | 0.85 | 17 | 5 | 0.9 | 0.8 | -4 | 7 | 1.1 | -5
Cc1cc(C(=O)Nc2nc3ccc(S(C)(=O)=O)cc3s2)c(C)o1 | 0.86 | -14 | -1 | 0.9 | 1.1 | 8 | 6 | 0.9 | 6
Cc1cc(NC(=O)CSc2nnc3c4c(C)c(C)sc4ncn23)no1 | 0.22 | 56* | -2 | 0.6 | 0.4 | 5 | 36 | 1.1 | -3
COc1ccc(NC(=O)CN2CCN(Cc3ccc4c(c3)OCO4)CC2)cc1OC | -0.09 | 0 | 7 | 0.9 | 1 | 5 | 9 | 1.7 | 10
CC(=O)c1cc(CN2C(=O)c3ccccc3C2=O)cs1 | 1.6 | 20 | . | 0 | 0.8 | . | 96* | 1 | .
CCn1c(SCC(=O)NC(=O)NCc2ccco2)nnc1-c1cccs1 | 0.54 | 18 | 2 | 0.6 | 0.8 | -7 | 36 | 0.9 | 1
Cc1cc(C(=O)CSc2nc3ccccc3[nH]2)c(C)n1C | -0.12 | 60* | -5 | 0.1 | 0.4 | 7 | 87* | 1.8 | 11
O=C(O)c1ccccc1S(=O)(=O)Cc1ccccc1 | 0.71 | 8 | -4 | 1 | 0.9 | . | 1 | 1 | 4
Cc1cc(C)n(Cc2ccccc2Cl)n1 | 0.84 | -5 | 9 | 0.9 | 1 | -1 | 10 | 1 | 0
COc1ccc(S(=O)(=O)n2nc(OC(=O)c3ccco3)cc2N)cc1 | 0.83 | 38 | -4 | 0.9 | 0.6 | 10 | 8 | 1 | 9
O=C1CC(N2CCC(O)(c3ccc(Cl)cc3)CC2)C(=O)N1 (stereo not drawn) | -1.1 | -23 | -1 | 1.2 | 1.2 | 9 | -20 | 1.2 | 6
O=C(CCC(=O)c1cccs1)NCc1ccccc1 | 0.35 | . | 0 | . | . | -8 | . | . | 1
CNC(=O)C(C)NS(=O)(=O)c1ccc(F)cc1 (stereo not drawn) | 0.93 | -4 | -5 | 0.2 | 1 | 1 | 81* | 0.9 | -22
CN(C)CCN(Cc1ccccc1)c1nccc(N(C)C)c1C#N | 0.42 | 23 | -7 | 0.9 | 0.8 | -3 | 12 | 1.9 | 4
COCCNC(=O)c1c(N)n(CCCn2ccnc2)c2nc3ccccc3nc12 | -0.24 | 89* | 0 | 0.3 | 0.1 | 5 | 69* | 1.8 | -10
O=C(O)c1cccc(NS(=O)(=O)c2ccc3nnn(O)c3c2)c1 | 0.78 | 2 | 5 | 0.9 | 1 | -9 | 5 | 0.9 | -5
O=C(Nc1ccccc1-c1ccccc1)c1ccco1 | 0.49 | 19 | -1 | 0.7 | 0.8 | 10 | 28 | 0.7 | 19
COc1ccc(OC)c(C2C3=C(CCCC3=O)NC3=C2C(=O)CCC3)c1 | 0.36 | -6 | 0 | 1 | 1.1 | 2 | 2 | 1 | 4
CSc1oc(-c2ccccc2)nc1C(N)=O | 0.3 | . | 1 | . | . | 4 | . | . | -3
O=C1NC(Cc2c[nH]c3ccccc23)C(=O)N1c1ccc(F)cc1 (stereo not drawn) | 1 | -1 | 2 | 0.9 | 1 | -6 | 12 | 0.8 | 3
COCCCNC(=O)c1ccc(CS(=O)(=O)Cc2cccc(C)c2)o1 | . | 8 | -1 | 1 | 0.9 | -2 | 2 | 1 | 15
CC(=O)Nc1cc(NC(=O)CCCC(=O)O)ccc1Cl | 1.4 | -19 | 7 | 1.2 | 1.2 | 3 | -18 | 1 | 3
CCCCn1nnnc1NCc1cc(OC)c(OC)c(OC)c1 | 0.6 | 45 | -3 | 0.2 | 0.5 | 5 | 80* | 0.8 | -5
c1ccc(C2C3=C(CCCC3)Nc3ncnn32)cc1 (stereo not drawn) | -0.47 | -13 | -1 | 1 | 1.1 | -3 | -2 | 1.7 | 1
Cc1cccc(CSC2=NCCN2C(=O)c2ccco2)c1 | . | -2 | -3 | 0.6 | 1 | 5 | 42 | 0.8 | -9
Cc1ccnc(Sc2nc3c(c(=O)[nH]c(=O)n3C)n2CCCc2ccccc2)n1 | -1.3 | 40 | 2 | 0.7 | 0.6 | -6 | 26 | 1.6 | 0
O=C(NCCc1ccncc1)Nc1ccccc1Cl | -0.03 | 82* | 29 | 0.1 | 0.2 | -2 | 89* | 0.9 | 1
CCCCC(=O)N1CCCC(C(=O)OCC)C1 (stereo not drawn) | -1 | 2 | -6 | 0.8 | 1 | 4 | 16 | 1 | -1
Cc1ccc2nc(NC(=O)CSc3ncnc4c3oc3ccccc34)sc2c1 | . | 27 | -6 | 0.8 | 0.7 | -1 | 22 | 1.3 | -4
COc1ccc(OC)c(NC2c3ncccc3C(=O)N2Cc2ccco2)c1 (stereo not drawn) | -0.34 | 27 | -8 | 0.7 | 0.7 | -9 | 29 | 1.2 | 9
O=C(NCC(O)c1ccccc1)c1cccc(S(=O)(=O)N2CCOCC2)c1 (stereo not drawn) | 0.57 | 40 | 2 | 0.8 | 0.6 | -2 | 23 | 0.9 | -9
O=C(c1ccccc1)c1c[nH]c(C(=O)NCCCN2CCOCC2)c1 | 1.1 | 0 | -1 | 0.8 | 1 | -1 | 19 | 0.9 | -3
Cc1ccc2c(c1)C1CN(C)CCC1N2CC(=O)N(C)c1ccccc1 (stereo not drawn) | 2.6 | 6 | 0 | 1 | 0.9 | . | 3 | 0.8 | 1

Random excerpt: 6 records from the list, in no set order.
SMILES | PTK2B oligo ant | CYP2C9 inh | Ecoli WT expand | CYP2C19 act | CYP2C9 activ | EphB4 antag | CYP2C19 inh | PLAP activator | PostGolgi yeast
COc1ccc(C2(CNC(=O)c3ccc(OC)c([N+](=O)[O-])c3)CCOCC2)cc1OC | -0.08 | 17 | -1 | 0.8 | 0.8 | 0 | 22 | 1.1 | -3
COCCNC(=O)c1c(N)n(CCCn2ccnc2)c2nc3ccccc3nc12 | -0.24 | 89* | 0 | 0.3 | 0.1 | 5 | 69* | 1.8 | -10
O=C(CCC(=O)c1cccs1)NCc1ccccc1 | 0.35 | . | 0 | . | . | -8 | . | . | 1
CC(C)C1N=C2c3ccccc3N=C(SCC#N)N2C1=O (stereo not drawn) | -0.29 | -4 | 0 | 1 | 1 | -1 | -2 | 1 | -2
CCOC(=O)c1cnc(-c2ccccc2)nc1Oc1ccc(C)cc1 | -1.5 | 66* | 3 | 0.6 | 0.3 | 1 | 35 | 1.2 | 0
CC(=O)c1cc(CN2C(=O)c3ccccc3C2=O)cs1 | 1.6 | 20 | . | 0 | 0.8 | . | 96* | 1 | .

The listing continues.
SMILES | PTK2B oligo ant | CYP2C9 inh | Ecoli WT expand | CYP2C19 act | CYP2C9 activ | EphB4 antag | CYP2C19 inh | PLAP activator | PostGolgi yeast
CCCN(CCC)CCNC(=O)C(NS(=O)(=O)c1ccc2c(c1)CCC(=O)N2)c1ccccc1 (stereo not drawn) | -0.19 | 1 | 6 | 1 | 1 | 7 | -3 | 1.1 | -16
CC(=O)C1CCN(Cc2ccccc2)CC1 | 0 | 1 | 8 | 0.7 | 1 | 7 | 34 | 1.1 | -10
CN(C)S(=O)(=O)N(CC(=O)Nc1cccc(F)c1)c1ccccc1 | -0.39 | 57* | 3 | 0.6 | 0.4 | -4 | 43 | 0.8 | -5
Cc1nc2ccccc2c2oc(C(=O)NCc3ccc4c(c3)OCO4)cc12 | . | 32 | -14 | 0.7 | 0.7 | -5 | 30 | 1.5 | 6
O=C(Cn1cc(-c2nnnn2-c2ccc(Cl)cc2)c(=O)c2ccccc21)c1ccccc1 | -1.2 | -11 | -7 | 1.2 | 1.1 | 9 | -17 | 1 | -2
COC(=O)COn1c(SCC(=O)OC)nc2ccccc2c1=O | 0.46 | 28 | 0 | 0.7 | 0.7 | . | 32 | 1 | 2
CCC(Oc1ccccc1)C(=O)Nc1ccc(S(=O)(=O)NCC2CCCO2)cc1 (stereo not drawn) | 0.47 | 91* | 5 | 0.6 | 0.1 | 6 | 38 | 1.6 | -7
CCOC(=O)c1cccc(NC(=O)C(C)N2C(=O)c3ccccc3C2=O)c1 (stereo not drawn) | 0.12 | 97* | -8 | 0.4 | 0 | 4 | 57* | 1.1 | -6
Cn1cc([N+](=O)[O-])c(C(=O)Nc2ccn(Cc3c(F)c(F)cc(F)c3F)n2)n1 | 0.07 | -63 | -7 | 0.9 | 1.6 | -4 | 14 | . | -1
Cc1cc(Oc2ccccc2)nc(OCC#N)n1 | -0.22 | 2 | -4 | 0.7 | 1 | -1 | 32 | 1.2 | 2
C=CCN(C(=O)Nc1ccc(F)cc1)C1CC(=O)N(c2ccc(OC)cc2)C1=O (stereo not drawn) | -0.42 | 7 | 7 | 0.9 | 0.9 | 6 | 13 | 1.1 | -3

Nothing new here: an excerpt of the list.
SMILES | PTK2B oligo ant | CYP2C9 inh | Ecoli WT expand | CYP2C19 act | CYP2C9 activ | EphB4 antag | CYP2C19 inh | PLAP activator | PostGolgi yeast
Cc1cc(Oc2ccccc2)nc(OCC#N)n1 | -0.22 | 2 | -4 | 0.7 | 1 | -1 | 32 | 1.2 | 2
C=CCN(C(=O)Nc1ccc(F)cc1)C1CC(=O)N(c2ccc(OC)cc2)C1=O (stereo not drawn) | -0.42 | 7 | 7 | 0.9 | 0.9 | 6 | 13 | 1.1 | -3
